HTR5A ag = activates human HTR5A in OPRM1-OPRD1 agonist counter-screen. P47898. activation, % at 9.3 µM. 340,000 compounds, 0.61% hits. AID 504692. HTR5A agonist assay, luminescence, cell-based; in the data active means activation mostly above about 9.5%, no sharp cut-off; inactive means mostly below about 7.6%;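 further: 0% = cells with vehicle only and 100% = reference agonist; strong numbers were not always called active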
Target sequence (P47898 whole entry, looked up): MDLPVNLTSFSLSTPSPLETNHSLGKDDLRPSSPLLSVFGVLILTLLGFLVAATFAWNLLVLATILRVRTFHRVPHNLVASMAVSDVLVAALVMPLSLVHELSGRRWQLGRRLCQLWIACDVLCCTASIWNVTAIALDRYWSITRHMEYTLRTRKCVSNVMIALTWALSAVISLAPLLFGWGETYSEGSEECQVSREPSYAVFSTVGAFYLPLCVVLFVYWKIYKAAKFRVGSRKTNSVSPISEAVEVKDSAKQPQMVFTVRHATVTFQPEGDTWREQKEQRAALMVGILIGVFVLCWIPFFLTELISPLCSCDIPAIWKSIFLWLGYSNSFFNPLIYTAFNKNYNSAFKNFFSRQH
PKA-R2B act = PKA-R2B complex activation | PKA-R2B holoenzyme dissociation, Cy5-IP20 fluorescence polarization; R2B truncated from residue 108, S112A mutant; 0% DMSO only, 100% 113 µM cGMP | AID 504700 | activation, % at 11.4 µM | 340,000 compounds, 0.079% hits;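 active means activation above a cutoff set at the mean over all compounds plus 3 SD, cut at about 18% in these data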;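 further: higher means more holoenzyme dissociation and a rise in polarization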
HTR5A inv ctr = counter-screen for OPRM1-OPRD1 inverse agonists: human HTR5A inverse agonism; P47898; HTR5A cell line, luminescence; inhibition, % at 9.3 µM; 340,000 compounds, 0.083% hits; in the data active means inhibition mostly above about 23%, no sharp cut-off; inactive means mostly below about 18%;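 further: 0% = cells with DMSO and 100% = no-cell wells with DMSO; some compounds called inactive have numbers as strong as hits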
DAGLB inhibitor = blocks human DAGLB lipase activity; Q8NCG7; HEK293T DAGLB membrane lysate, EnzChek fluorogenic substrate; inhibition, % at 5.17 µM; 340,000 compounds, 0.059% hits; AID 504411; in the data active means inhibition above about 34%;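 further: 0% = enzyme with vehicle and 100% = wells lacking enzyme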
Target sequence (Q8NCG7 whole entry, looked up): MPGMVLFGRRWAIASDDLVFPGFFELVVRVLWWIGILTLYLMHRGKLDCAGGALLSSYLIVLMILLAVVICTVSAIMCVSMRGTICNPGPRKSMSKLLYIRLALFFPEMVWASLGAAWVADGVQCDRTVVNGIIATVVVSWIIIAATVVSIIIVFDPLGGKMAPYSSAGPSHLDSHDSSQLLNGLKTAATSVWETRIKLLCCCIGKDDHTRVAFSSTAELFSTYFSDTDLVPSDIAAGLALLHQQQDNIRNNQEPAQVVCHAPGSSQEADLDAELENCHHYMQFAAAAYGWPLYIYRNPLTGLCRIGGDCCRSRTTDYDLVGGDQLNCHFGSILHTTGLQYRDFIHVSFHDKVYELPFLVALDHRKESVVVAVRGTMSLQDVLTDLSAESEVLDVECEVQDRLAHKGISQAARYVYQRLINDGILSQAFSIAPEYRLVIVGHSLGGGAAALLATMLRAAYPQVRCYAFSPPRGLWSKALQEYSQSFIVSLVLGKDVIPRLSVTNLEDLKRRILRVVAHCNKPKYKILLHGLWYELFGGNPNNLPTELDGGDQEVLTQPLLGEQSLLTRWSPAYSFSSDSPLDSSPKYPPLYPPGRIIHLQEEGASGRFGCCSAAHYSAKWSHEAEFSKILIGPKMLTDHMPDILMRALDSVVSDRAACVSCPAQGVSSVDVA
phage Ecoli inh = E. coli growth loss with phage present | AID 651602 | 360,000 compounds, 0.26% hits | growth absorbance | inhibition, % at 11.9 µM; in the data active means inhibition above about 11%
PKA-R1A act = activators of PKA-R1A complex | PKA-R1A dissociation, Cy5-IP20 fluorescence polarization; scaled: DMSO 0%, 113 µM cGMP 100% | P00514+P68181 | 340,000 compounds, 0.083% hits | AID 504707 | activation, % at 11.4 µM;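 active means percent activation above the mean of all tested compounds plus 3 SD, cut at about 19% in these data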;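 further: higher means more PKAc released from R1A so a rise in polarization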
CDK5 p35 inh = inhibitors of human CDK5/p35 kinase; Q00535+Q15078; Recombinant CDK5/p35, ADP-Glo luminescence, 60 min; inhibition, % at 10 µM; 330,000 compounds, 0.01% hits; AID 488839;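 active means highest replicate inhibition of at least 50% and at least 75% of replicates reaching 50%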;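 further: plate controls were DMSO neutral control for no effect and GW8510 at 10 µM for full effect; many of its hits are not listed in these tables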
AddAB inh = less growth of phage-infected E. coli with AddAB; inhibition, % at 11.9 µM; 330,000 compounds, 0.29% hits; E. coli expressing H. pylori AddAB, absorbance growth; in the data active means inhibition above about 12%;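 further: 0% = vehicle wells of infected cells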
Mot1-301 SUMO = inhibitors of SUMOylation pathway: yeast Mot1-301 growth rescue. 320,000 compounds, 1% hits. growth rescue, % at 18.8 µM. AID 2716. S. cerevisiae Mot1-301 growth rescue, ATP luminescence, 38.5C; percent above DMSO median, 100 means doubled;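 active means every valid replicate shows activation above 250% relative to neutral control wells; inactive means the rest, any valid replicate at or below 250%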;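 further: OY570 slx delta 5 strain wells were the positive control but not used for scaling; some compounds called inactive have numbers as strong as hits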
Ecoli viability = reduces bacterial viability in AddAB counter-screen; 330,000 compounds, 0.27% hits; inhibition, % at 11.9 µM; E. coli V3065 growth, OD600 absorbance, 18 h; AID 449728;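 active means inhibition above the campaign's mean inhibition across all tested compounds plus 3 SD, cut at about 9.9% in these data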;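 further: uninfected addAB+ strain grown without phage in ampicillin broth; 0% = DMSO wells and 100% = ciprofloxacin 0.95 µg/ml wells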
Tat export inh = E. coli Tat transport inhibition. E. coli MC4100 TorA-mCherry Tat export, fluorescence. 340,000 compounds, 0.036% hits. inhibition, % at 10 µM;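 active means mean replicate inhibition at least 50% and at least half of replicates individually reaching 50%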;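 further: exported cargo escapes ClpAP degradation while cytoplasmic cargo is degraded and loses fluorescence; 0% = median of neutral control wells and 100% = median of NaSCN control wells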
Numbers without * were called inactive; · = no result given; + = active, no number.

SMILES	HTR5A ag	PKA-R2B act	HTR5A inv ctr	DAGLB inhibitor	phage Ecoli inh	PKA-R1A act	CDK5 p35 inh	AddAB inh	Mot1-301 SUMO	Ecoli viability	Tat export inh
O=C1OC(N2C(=O)CC[C@H]2C(=O)Nc2ccc(Br)cc2F)c2ccccc21 (stereo partly specified)	-1	-13	-16	0	2.0	-2	0.2	2.7	6	2.2	2
Nc1nc(-c2ccc(Cl)cc2)c(N=Nc2ccc(S(=O)(=O)N3CCOCC3)cc2)s1	6	5	-15	8	1.7	4	1.6	2.1	64	1.1	-14
O=C(CS(=O)(=O)c1ccccc1)Nc1ccc(S(=O)(=O)Nc2ncccn2)cc1	-3	0	7	-1	4.6	-2	0.8	3.9	2	0.2	1
S=C1NCCN1CC1CCN(CCC23CC4CC(CC(C4)C2)C3)CC1	3	-13	-10	-1	0.2	-4	0.0	·	·	·	-1
CC(C)c1ccc(S(=O)(=O)NC2CCCC2)cc1	2	1	-25	-4	-0.2	4	0.1	2.8	306	0.2	-8
CCN(CC(=O)Nc1c(F)cccc1F)C(=O)c1ccc(C)c(S(=O)(=O)N2CCCCC2)c1	12	-6	-29	2	·	5	-5.3	0.9	6	1.8	-5
CCC(C)N=CC1=C(O)CC(c2ccccc2)CC1=O (stereo unspecified)	-4	5	2	-2	2.5	4	1.6	5.8	·	0.4	-3
C/C(=N/NS(=O)(=O)c1cc(C)ccc1C)c1ccncc1	0	-4	-14	1	-0.3	-1	0.0	1.5	52	0.6	-10
COc1ccc(NS(=O)(=O)c2ccc(C(=O)N3CCCCCC3)cc2)cc1	2	-8	-7	-1	2.5	2	-0.6	0.5	-8	-1.1	1
CC(C)C(=O)Nc1c(-c2ccccc2F)c(=O)c2ccccc2n1C	6	-5	-22	-3	1.8	6	-0.3	1.5	4	2.6	-5
NC(=O)CC(NC(=O)Cc1cccc2ccccc12)c1ccc(N2CCN(c3ccccn3)CC2)c([N+](=O)[O-])c1 (stereo unspecified)	3	0	-10	5	1.8	3	-0.9	0.0	-9	-1.9	-5
Cc1cccc(N2CCN(C(=O)c3cccc(N4C(=O)C5CC=CC(C)C5C4=O)c3)CC2)c1C (stereo unspecified)	4	5	-25	-3	2.2	-8	0.1	2.2	-10	-1.1	8
O=C(Nn1c(O)c(C=C2N=c3ccccc3=N2)sc1=S)c1ccccc1	0	-2	-4	6	1.3	-6	0.7	0.2	-22	-0.6	4
O=C1NC2(CCCCC2)OC12CCCCC2	-2	-7	7	-1	1.8	-10	2.3	·	·	·	8
Cc1csc(SCC(=O)NC2CCS(=O)(=O)C2)n1 (stereo unspecified)	2	2	-9	-1	0.9	-13	1.4	-0.7	18	-2.5	-1
CCN(CC)C(=O)c1nc[nH]c1C(=O)N(CC)CC	4	-4	-8	-1	2.4	1	1.8	-0.8	8	-2.0	-1
CC1CCN(c2oc(-c3cccc4ccccc34)nc2C#N)CC1	6	2	12	-1	2.2	-1	1.0	-0.1	-11	-0.7	0
CN(C)c1ccc(-c2nnn(Cc3ccccc3Br)n2)cc1	6	-4	4	-5	3.3	1	-0.9	0.7	34	0.6	-7
Cc1nc2c([nH]c3ccc(Br)cc32)s1	2	2	17	-1	3.1	-12	1.3	-0.8	10	-0.8	1
COc1ccccc1C(=O)OCCc1ccccc1	1	-1	-4	-7	0.9	-8	2.5	·	·	·	-6
Cc1nn(C)cc1/C=C/C(=O)c1ccccc1	5	1	9	2	2.8	0	-1.3	0.8	8	2.5	4
Cc1ccc(CC2(OCCN(C)C)CCC(C(C)(C)C)CC2)cc1 (stereo unspecified)	10	5	-37	1	4.2	2	0.8	·	·	·	7
COC(=O)COc1cccc(NC(=O)COc2ccccc2)c1	2	3	-5	3	0.0	-18	0.8	-1.4	3	1.2	5
COc1ccc(-c2c(C)cc3oc(=O)cc(-c4ccccc4)c3c2C)cc1C=O	-1	-1	3	-3	2.8	-6	2.6	2.8	·	1.1	1
CCOC(=O)Nc1nc(-c2ccccc2)c(C(=O)c2ccccc2)s1	-2	9	6	-1	2.3	-2	-0.9	-0.8	0	-0.3	3
(list continues)
SMILES	HTR5A ag	PKA-R2B act	HTR5A inv ctr	DAGLB inhibitor	phage Ecoli inh	PKA-R1A act	CDK5 p35 inh	AddAB inh	Mot1-301 SUMO	Ecoli viability	Tat export inh
O=C1c2ccccc2C(=O)N1/N=C/c1ccc(O)c(O)c1O	-2	-2	4	-2	·	2	0.8	·	·	·	2
O=C(CSc1nc2ccccc2o1)N1c2ccccc2Sc2ccc(Cl)cc21	0	1	11	-9	2.8	-6	3.4	2.6	86	-1.6	0
C/C(=N\S(=O)(=O)c1ccc(C)cc1)N1CCCCC1	0	-2	1	1	2.6	3	-0.3	-0.8	-4	-1.0	-1
O=C(COC(=O)c1ccc([N+](=O)[O-])o1)Nc1ccc2c(c1)OCO2	-1	-4	6	1	3.0	-1	0.0	3.7	6	2.0	-5
CC(=O)NC(C)Cc1cn(Cc2ccccc2)c2ccccc12 (stereo unspecified)	5	-3	-19	-2	0.6	-1	1.1	1.8	-17	1.9	-1
Cc1ccc2c(c1)NC(=O)C(CC(=O)NCCCN1CCCCC1)O2 (stereo unspecified)	4	-3	-10	-1	2.7	-9	-0.1	1.1	-14	-1.0	0
CN(C(=O)c1cccc(NC(=O)Cc2cccc(NC(=O)C3CCN(C(=O)c4ccccc4)CC3)c2)c1)C1CCCC1	8	-7	-31	-3	0.5	-5	-0.2	·	·	·	1
Cc1nc2[nH]c(=S)[nH]c2cc1Br	4	-3	2	0	0.9	1	-1.1	4.1	-13	2.2	-8
Oc1c(Cl)cc(Cl)cc1CNc1nc2ccccc2[nH]1	-1	-7	-10	-3	4.8	6	2.8	3.3	-16	3.3	-17
O=C(O)C1C2C=CC(C2)C1C(=O)N1CCN(CCO)CC1 (stereo unspecified)	-3	2	3	-1	1.4	-9	-1.2	1.3	10	-2.0	4
C=CCn1c(Oc2ccc(C=O)cc2OCC)nc2c1c(=O)n(C)c(=O)n2C	1	-22	-3	3	-1.9	-3	0.1	-0.8	2	-1.0	7
Cc1cccc(C)c1OCC(=O)Nc1ccncc1	9	-16	-16	-3	-0.3	-2	-2.9	0.8	8	1.5	0
Cc1cc(C(=O)N/N=C\c2cc(C(C)(C)C)c(O)c(C(C)(C)C)c2)n[nH]1	6	0	6	0	1.1	-8	-1.2	0.7	-16	-3.1	-1
CN(C(=O)N1CCN(S(=O)(=O)c2ccccc2)CC1)c1ccccc1	2	11	8	-3	2.0	4	-1.6	-1.4	8	2.4	-2
Cc1ccc(NS(=O)(=O)c2ccc3oc(=O)ccc3c2)cc1Cl	2	-9	-15	-5	1.8	0	-1.4	3.0	7	2.2	-2
Nc1nonc1-n1nnc(C(=O)N/N=C/c2ccc(OCc3ccccc3F)cc2)c1CNc1ccccc1	-1	-12	-12	1	0.7	0	-1.2	1.3	-9	0.6	7
CN(CCO)S(=O)(=O)c1ccc2c(c1)C(=O)c1cc(S(=O)(=O)N(C)CCO)ccc1-2	0	-8	0	-1	2.7	4	0.7	0.7	1	1.5	14
CC1(C)CC(=O)C2=C(C1)N(c1ccc(F)cc1)C(N)=C(C#N)C2c1cccs1 (stereo unspecified)	0	-2	16	-3	2.2	4	0.2	2.0	-2	1.0	2
O=C1CN(C(=O)COC(=O)CCS(=O)(=O)c2ccccc2Cl)c2ccccc2N1	-1	-5	14	3	0.5	6	-7.3	-1.9	-16	0.6	0
Cc1ccc(NC(=O)CCS(=O)(=O)c2cc3[nH]c(=O)c(=O)[nH]c3cc2C)cc1	5	-3	16	1	2.4	6	1.4	0.3	0	-3.0	-2
COc1cc(C(=O)NCCOc2ccccc2C)c(Br)c(OC)c1OC	-1	2	14	0	5.2	2	-0.1	1.9	-1	3.1	-2
C/C(=N\NC(=O)c1ccc(CSc2nncn2C)cc1)c1ccc2ccccc2c1	7	5	-23	1	3.7	-4	-0.3	-1.7	-9	-0.7	-2
Clc1ccc(-c2nnc(SCc3nc(-c4ccccc4)no3)o2)cc1	-1	-5	3	-11	1.1	-9	-0.9	2.0	0	-0.2	-6
Cc1ccc(OCc2cc(C(=O)NCC(C)c3ccccc3)no2)cc1C (stereo unspecified)	-10	1	27	-10	2.0	-5	-1.9	3.4	-8	1.7	-2
Cc1nc(C(=O)NNC(=O)c2cccc(Cl)c2)c(C(F)(F)F)o1	-3	1	-6	3	-9.3	-10	1.0	-4.4	0	-8.4	2
Cc1cccc(N(C(=O)CCC(=O)Nc2cc(C)on2)C(C(=O)NC2CCCC2)c2ccc(C)o2)c1 (stereo unspecified)	0	0	1	2	3.7	-15	0.7	2.0	169	1.0	7
COc1ccc(-c2cn(-c3ccc(Br)cc3)c3[n+]2CCS3)cc1	4	-11	-13	1	1.9	0	-0.1	2.5	·	2.2	-19
CCn1cc(C(=O)NCc2ccccc2)c(=O)c2cc(F)c(N3CCN(C(=O)c4ccco4)CC3)cc21	5	2	-24	2	1.1	-1	-1.0	7.9	-18	6.3	0
O=C(NCc1cccs1)C1CCC(CNS(=O)(=O)c2ccccc2)CC1 (stereo unspecified)	-1	-7	4	1	2.1	3	-2.3	2.7	-12	0.7	-4
N#Cc1cc2c(nc1SCc1cccnc1)CCC2	4	-5	-4	-2	2.0	-14	0.2	1.7	+	-0.7	1

Two of these compounds, set out differently:
Values run as follows: HTR5A ag, PKA-R2B act, HTR5A inv ctr, DAGLB inhibitor, phage Ecoli inh, PKA-R1A act, CDK5 p35 inh, AddAB inh, Mot1-301 SUMO, Ecoli viability, Tat export inh
> O=C(COC(=O)c1ccc([N+](=O)[O-])o1)Nc1ccc2c(c1)OCO2
    -1, -4, 6, 1, 3.0, -1, 0.0, 3.7, 6, 2.0, -5
> CC(=O)NC(C)Cc1cn(Cc2ccccc2)c2ccccc12 (stereo unspecified)
    5, -3, -19, -2, 0.6, -1, 1.1, 1.8, -17, 1.9, -1

Part of the list above, reduced to DAGLB inhibitor and PKA-R1A act:
Structure	DAGLB inhibitor	PKA-R1A act
C/C(=N\NC(=O)c1ccc(CSc2nncn2C)cc1)c1ccc2ccccc2c1	1	-4
Clc1ccc(-c2nnc(SCc3nc(-c4ccccc4)no3)o2)cc1	-11	-9
Cc1ccc(OCc2cc(C(=O)NCC(C)c3ccccc3)no2)cc1C (stereo unspecified)	-10	-5
Cc1nc(C(=O)NNC(=O)c2cccc(Cl)c2)c(C(F)(F)F)o1	3	-10

Source: PubChem
